PAX8 inh HTS – inhibitors of PAX8-driven TPO luciferase reporter, primary screen, RMG-I cells, single concentration. SteadyGlo, 24 h. inhibition, % at 12.6 µM. 360,000 compounds, 1.2% hits;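 active = mean replicate inhibition at least 60% with every replicate also reaching 60%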;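 also: luciferase light reporting Pax8 driven TPO promoter activity; plate controls were median of neutral control wells for no effect and mitoxantrone controls for full effect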
ERAP1 inh – human ERAP1 aminopeptidase inhibitors, primary screen, biochemical, single point, plate reader; inhibition, % at 10.7 µM; recombinant ERAP1, Leu-AMC fluorescence, 60 min; 340,000 compounds, 0.15% hits; Endoplasmic reticulum aminopeptidase 1 (Homo sapiens), Q9NZ08;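 active = mean replicate inhibition of at least 30%, or all replicates individually reaching that 30% level; inactive = mean below 30% and not every replicate reaching it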;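 also: 0% = neutral control wells and 100% = L-leucinethiol positive control wells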
Target sequence (Q9NZ08 whole entry, looked up): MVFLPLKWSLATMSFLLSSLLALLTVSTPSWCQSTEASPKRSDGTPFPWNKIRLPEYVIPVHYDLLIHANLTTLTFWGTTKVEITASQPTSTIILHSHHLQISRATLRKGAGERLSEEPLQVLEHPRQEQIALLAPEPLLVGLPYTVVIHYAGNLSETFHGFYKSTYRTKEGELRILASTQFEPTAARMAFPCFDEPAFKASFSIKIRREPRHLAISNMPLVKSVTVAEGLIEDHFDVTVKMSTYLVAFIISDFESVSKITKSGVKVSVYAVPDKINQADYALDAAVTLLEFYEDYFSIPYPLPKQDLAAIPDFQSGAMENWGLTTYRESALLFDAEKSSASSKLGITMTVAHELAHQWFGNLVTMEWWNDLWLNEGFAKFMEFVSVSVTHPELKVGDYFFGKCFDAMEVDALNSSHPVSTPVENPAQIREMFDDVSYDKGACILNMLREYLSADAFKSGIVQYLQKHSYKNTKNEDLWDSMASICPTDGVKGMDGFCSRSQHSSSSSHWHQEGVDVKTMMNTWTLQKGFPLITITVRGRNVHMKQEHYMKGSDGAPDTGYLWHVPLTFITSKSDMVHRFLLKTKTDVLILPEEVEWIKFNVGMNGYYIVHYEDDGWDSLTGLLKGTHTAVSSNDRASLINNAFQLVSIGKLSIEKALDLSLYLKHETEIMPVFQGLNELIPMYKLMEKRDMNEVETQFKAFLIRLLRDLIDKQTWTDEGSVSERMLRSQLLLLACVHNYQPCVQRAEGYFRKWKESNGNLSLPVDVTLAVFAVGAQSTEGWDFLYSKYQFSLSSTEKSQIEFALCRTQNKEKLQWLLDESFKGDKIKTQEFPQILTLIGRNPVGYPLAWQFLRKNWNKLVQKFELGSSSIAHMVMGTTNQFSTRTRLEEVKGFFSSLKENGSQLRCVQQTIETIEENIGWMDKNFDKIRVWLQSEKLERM
PGC1a acetyl inh – inhibitors of PGC1a acetylation signal, primary screen, cell-based, U2OS, AlphaScreen, inhibitor mode; inhibition, % at 15.6 µM; AID 651687, 2012; 350,000 compounds, 0.17% hits; AlphaScreen anti-acetyl-lysine; with virally co-expressed GCN5 acetyltransferase;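 active = every replicate shows inhibition of at least 40%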;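 also: 0% = neutral control wells and 100% = positive control wells; some results beyond the cut were filed as inactive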
LGR2 antag – inhibitors of bursicon-induced LGR2 CRE-luciferase signal, primary screen, cell-based, HEK293, CRE-luciferase reporter, bursicon stimulation | Drosophila bursicon receptor LGR2 (rickets) | AID 720647, 2013 | inhibition, % at 9.99 µM | 380,000 compounds, 0.35% hits | bursicon-stimulated, 4 h;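 active = drop in luminescence signal, shown as inhibition above about 50% in the replicate tests, limit read from the data, passing the limit was not always enough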;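 also: agonist challenge used bursicon conditioned medium at about half maximal strength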
EWS-Fli block – EWS/Fli-driven NR0B1 reporter inhibitors, primary screen, A673 cells, NR0B1 luciferase, luminescence, MLPCN library. 350,000 compounds, 0.67% hits. viability-normalised. AID 651661, 2012. inhibition, % at 12.6 µM;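 active = mean inhibition of at least 50% after viability correction, with every replicate also passing that limit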;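 also: firefly luciferase signal divided by Alamar Blue viability fluorescence both relative to DMSO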
S100A4 MyoIIA – inhibitors of S100A4-myosin IIA peptide binding, primary screen, biochemical, fluorescence polarization, TAMRA-MyoIIA peptide; inhibition, % at 10.7 µM; 360,000 compounds, 0.14% hits;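 active = mean inhibition of at least 70% across replicates, with every replicate also reaching that level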
Target sequence (P26447 whole entry, looked up): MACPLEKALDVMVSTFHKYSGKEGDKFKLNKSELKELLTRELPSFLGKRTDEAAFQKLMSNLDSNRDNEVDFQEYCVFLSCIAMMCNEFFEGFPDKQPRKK
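Material: human S100A4 monomer with TAMRA-labelled myosin IIA peptide; buffer or medium: HEPES pH 7.2 with CaCl2, KCl, NaCl, DTT, Triton; compound dosing: one concentration per compound; schedule: 5 min incubation before reading; benchmarks: neutral control DMSO, positive control TFP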
PglD DTNB – C. jejuni PglD acetyltransferase inhibitors, primary screen, biochemical, DTNB colorimetric, single point; inhibition, % at 12.5 µM; 360,000 compounds, 0.098% hits; UDP-N-acetylbacillosamine N-acetyltransferase PglD (Campylobacter jejuni); purified PglD enzyme, DTNB colorimetric CoA detection; in the data active = inhibition above about 16%, passing the limit was not always enough; also: strong numbers were not always called active
FN deposition inh – inhibitors of fibronectin matrix deposition, primary screen, AH1F cells, Alexa488-fibronectin fluorescence, plate reader; AH1F fibroblasts, overnight; inhibition, % at 12.6 µM; 350,000 compounds, 0.086% hits; AID 743247, 2014;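 active = mean inhibition across replicates of 30% or more, regardless of how many single replicates reach that level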;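 also: positive control wells lacked labelled fibronectin entirely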
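Material – AH1F fibroblast monolayer, labelled fibronectin deposition · Reagent – labelled fibronectin 24 nM · Timing – 1 h adhesion, overnight exposure · Measured by – fluorescence at 485 nm excitation, 525 nm emission · Read-out – inhibition of fibronectin deposition signal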
An asterisk follows results filed as active; & = joins results of further samples.

`COc1cccc(NC(=O)N[C@H]2C=C[C@H](CC(=O)N3CCN(C)CC3)O[C@H]2CO)c1` gave ERAP1 inh -2, LGR2 antag 0, EWS-Fli block -6 and S100A4 MyoIIA -4.
`C[C@@H]1CN([C@@H](C)CO)C(=O)c2cc(NC(=O)C3CCCCC3)ccc2O[C@@H](C)CCCCO[C@@H]1CN(C)CC1CCCCC1` gave PAX8 inh HTS 3, ERAP1 inh -2, PGC1a acetyl inh 13, LGR2 antag 13, EWS-Fli block 1, S100A4 MyoIIA -14 and PglD DTNB -4.
`COc1ccc(C(=O)COC(=O)c2ccc(Cl)nc2)c(OC)c1` gave PAX8 inh HTS -19, ERAP1 inh -8, PGC1a acetyl inh 5, LGR2 antag -6, EWS-Fli block -6, S100A4 MyoIIA 6, PglD DTNB -3 and FN deposition inh 14.
For CC(=O)c1c(Cl)nc2cccc3c2c1-c1ccccc1C3=O the results were PAX8 inh HTS -31, ERAP1 inh 3, PGC1a acetyl inh 0, LGR2 antag 4, EWS-Fli block -13, S100A4 MyoIIA 0, PglD DTNB 2 and FN deposition inh 8.
C[C@H](CO)N1C[C@H](C)[C@H](CN(C)Cc2ccc(C(=O)Nc3ccccc3N)cc2)Oc2c(NS(C)(=O)=O)cccc2C1=O was read as PAX8 inh HTS 0, ERAP1 inh 0, PGC1a acetyl inh 8, LGR2 antag 2, EWS-Fli block 37 and S100A4 MyoIIA -1.
COC(=O)[C@@H](Cc1ccccc1)NC(=O)Cn1cc(C)c(=O)[nH]c1=O was read as PAX8 inh HTS -21, ERAP1 inh 0, PGC1a acetyl inh 10, LGR2 antag -28, EWS-Fli block -2, S100A4 MyoIIA -6, PglD DTNB -4 and FN deposition inh 13.
For CC(C(=O)c1ccccc1)[n+]1cccc(Br)c1 (stereo unspecified) the results were PAX8 inh HTS 22, ERAP1 inh -1, PGC1a acetyl inh 2, LGR2 antag 14, EWS-Fli block 12, S100A4 MyoIIA -3, PglD DTNB -4 and FN deposition inh -2.
Screening Cc1ccc(NC(=O)/C=C/c2ccc(S(=O)(=O)N3CCOCC3)cc2)cc1S(=O)(=O)N(C)C returned PAX8 inh HTS 66*, ERAP1 inh 0, PGC1a acetyl inh 2, LGR2 antag 48, EWS-Fli block 26, S100A4 MyoIIA -1, PglD DTNB -2 and FN deposition inh 11.
`CO[C@H]1CN(C)C(=O)c2ccc(NC(=O)C3CC3)cc2OC[C@@H](C)N(C(=O)c2ccccc2F)C[C@H]1C` gave PAX8 inh HTS 3, ERAP1 inh 3, PGC1a acetyl inh -4, LGR2 antag -1, EWS-Fli block -11, S100A4 MyoIIA -10, PglD DTNB 3 and FN deposition inh -2.
Screening Cc1cccc(C(=O)OCc2cncs2)c1 returned PAX8 inh HTS -27, ERAP1 inh 2, PGC1a acetyl inh 11, EWS-Fli block -11, S100A4 MyoIIA 10, PglD DTNB -3 and FN deposition inh 6.
Screening N/C(=N\OC(=O)c1ccc2c(c1)OCO2)c1cccnc1 returned PAX8 inh HTS -91, ERAP1 inh 5, EWS-Fli block -53, S100A4 MyoIIA -5 and FN deposition inh 11.
`CCN(C[C@H]1N[C@@](Cc2ccccc2)(C(=O)OC)[C@H]2C(=O)N(Cc3ccccc3)C(=O)[C@@H]12)C(=O)Nc1ccc(Cl)cc1` gave PAX8 inh HTS 4, PGC1a acetyl inh -6, LGR2 antag -41, EWS-Fli block -33, S100A4 MyoIIA 6, PglD DTNB -1 and FN deposition inh -7.
Screening Cc1ccccc1N(CC(=O)N1CCN(Cc2ccccc2)CC1)S(C)(=O)=O returned PAX8 inh HTS -14, ERAP1 inh 2, LGR2 antag -6, EWS-Fli block 1, S100A4 MyoIIA 0 and PglD DTNB 2.
`COC(=O)NCC(c1ccc2c(c1)OCO2)N1CCN(c2ccccc2)CC1` (stereo unspecified) gave PAX8 inh HTS -11, ERAP1 inh 2, PGC1a acetyl inh -2, LGR2 antag 19, EWS-Fli block 2, S100A4 MyoIIA 1, PglD DTNB -5 and FN deposition inh 9.
CO[C@H]1CN(C)C(=O)c2ccc(NC(=O)c3ccno3)cc2OC[C@@H](C)NC[C@H]1C was read as PAX8 inh HTS -2, PGC1a acetyl inh 2, LGR2 antag -4, EWS-Fli block -8, S100A4 MyoIIA -40, PglD DTNB -3 and FN deposition inh -4.
O=C(CSc1nc(=O)n(CCCN2CCOCC2)c2c1CCCC2)Nc1ccc(F)cc1 was read as PAX8 inh HTS 4, ERAP1 inh 1, PGC1a acetyl inh 8, LGR2 antag 7, EWS-Fli block -3, S100A4 MyoIIA -2, PglD DTNB 0 and FN deposition inh -2.
`O=C(C1CC(=O)N(c2ccccc2)C1)N1CCCCCC1` (stereo unspecified) gave PAX8 inh HTS 4, ERAP1 inh 0, PGC1a acetyl inh 2, LGR2 antag 2, S100A4 MyoIIA -2, PglD DTNB 2 and FN deposition inh -3.
For CCOc1ccccc1CNc1nc2ccccc2n1C the results were PAX8 inh HTS 2, ERAP1 inh 1, PGC1a acetyl inh 9, LGR2 antag -12, EWS-Fli block -21, S100A4 MyoIIA 0, PglD DTNB 6 and FN deposition inh 2.
Screening O=C(O)CC(Cc1ccccc1)C(=O)Nc1ccc([N+](=O)[O-])cc1 (stereo unspecified) returned PAX8 inh HTS 17, ERAP1 inh 1, EWS-Fli block -10, S100A4 MyoIIA 1 and FN deposition inh -1.
CCCNC(=O)C[C@H]1C[C@H]2c3cc(NC(=O)NC4CCCCC4)ccc3O[C@H]2[C@@H](CO)O1 was read as PAX8 inh HTS -1, ERAP1 inh 1, PGC1a acetyl inh 1, LGR2 antag -11, EWS-Fli block 4, S100A4 MyoIIA 10, PglD DTNB 1 and FN deposition inh -3.
Screening O=C(CN1CCOCC1)N1CCCc2ccccc21 returned PAX8 inh HTS 11, ERAP1 inh -2, PGC1a acetyl inh -10, LGR2 antag -12, EWS-Fli block 4, S100A4 MyoIIA 24, PglD DTNB 2 and FN deposition inh 11.
Screening Cc1ccc(CCC(=O)Nc2ccc(C)c(C)c2)o1 returned PAX8 inh HTS -26, ERAP1 inh -3, LGR2 antag -15, S100A4 MyoIIA -4 and FN deposition inh -1.
O=C(Nc1ccccc1C(=O)N1CCCC1)c1ncoc1-c1cccc(Cl)c1 was read as PAX8 inh HTS 33, ERAP1 inh 4, PGC1a acetyl inh 0, LGR2 antag -4, EWS-Fli block 12, S100A4 MyoIIA 1, PglD DTNB 1 and FN deposition inh -1.
O=C(O)CCC(=O)Nc1ccc(OCC2CCCO2)cc1 (stereo unspecified) was read as PAX8 inh HTS -34, ERAP1 inh -2, PGC1a acetyl inh 5, LGR2 antag 3, EWS-Fli block -18, S100A4 MyoIIA -5, PglD DTNB 1 and FN deposition inh -1.
For O=C(Nc1ccc(Br)cc1)c1csc(-c2ccncc2)n1 the results were PAX8 inh HTS 5, ERAP1 inh 0, PGC1a acetyl inh -5, LGR2 antag -27, EWS-Fli block -11, S100A4 MyoIIA -8 and FN deposition inh -3.
For Cn1cnc(S(=O)(=O)N2CC[C@@H]3[C@H](CO)Nc4ccc(C5=CCCCC5)cc4[C@@H]32)c1 the results were PAX8 inh HTS -27, ERAP1 inh -1, PGC1a acetyl inh -1, LGR2 antag -19, EWS-Fli block -46, S100A4 MyoIIA -2, PglD DTNB 0 and FN deposition inh -9.
`CCCOc1ccc(C2C(C(=O)c3ccc(C)o3)=C(O)C(=O)N2Cc2ccco2)cc1OCC` (stereo unspecified) gave PAX8 inh HTS -11, ERAP1 inh 5, LGR2 antag 6, S100A4 MyoIIA 0, PglD DTNB 3 and FN deposition inh 0.
For CC(C)CCNS(=O)(=O)c1cc2c3c(c1)CCN3C(=O)CC2 the results were PAX8 inh HTS -2, ERAP1 inh 2, PGC1a acetyl inh 1, LGR2 antag 3, EWS-Fli block 2, S100A4 MyoIIA -2, PglD DTNB 0 and FN deposition inh -4.
Screening COc1ccc(NC(=O)N(C)C[C@@H]2OCc3cn(nn3)CCCC(=O)N([C@H](C)CO)C[C@H]2C)cc1 returned PAX8 inh HTS -1&-21, ERAP1 inh -1&-1, PGC1a acetyl inh 10&-1, LGR2 antag -5, EWS-Fli block -5&0, S100A4 MyoIIA -4&22, PglD DTNB 0&-1 and FN deposition inh 3&-4.
Screening CCn1c2ccc(F)cc2c2nc3ccccc3nc21 returned PAX8 inh HTS -1, ERAP1 inh -7, PGC1a acetyl inh -14, LGR2 antag -4, EWS-Fli block -16, S100A4 MyoIIA -3 and FN deposition inh 0.
Screening O=C1CCCC2=C1C(c1ccc(O)cc1)c1c(ccc3ccccc13)N2 (stereo unspecified) returned PAX8 inh HTS 36, ERAP1 inh -27, PGC1a acetyl inh -9, LGR2 antag 25, EWS-Fli block -3, S100A4 MyoIIA -2, PglD DTNB 1 and FN deposition inh -3.
CCOC(=O)CC(=O)CSc1nc(C)cc(C)c1C#N was read as PAX8 inh HTS 8, PGC1a acetyl inh 1, PglD DTNB -1 and FN deposition inh -4.
For O=C(NC1CCCCC1)C(c1ccc2ncccc2c1)N(Cc1ccccc1)C(=O)c1cccs1 (stereo unspecified) the results were ERAP1 inh 1, PGC1a acetyl inh -24, LGR2 antag 16, S100A4 MyoIIA 47, PglD DTNB 2 and FN deposition inh -4.
CN(C)C(=O)c1ccc(-c2ccc([C@H]3[C@@H](CO)N4CCCCN(C(=O)C5CC5)C[C@H]34)cc2)cc1 was read as PAX8 inh HTS 2, ERAP1 inh 2, PGC1a acetyl inh 23, LGR2 antag -11, EWS-Fli block -1, S100A4 MyoIIA -16 and PglD DTNB 4.
`Nc1nnc(SCC(=O)Nc2ccc(Cl)c(C(=O)O)c2)s1` gave PAX8 inh HTS 8, ERAP1 inh -3, PGC1a acetyl inh 1, LGR2 antag 10, EWS-Fli block 4, S100A4 MyoIIA 4 and FN deposition inh 0.
Screening CN(C)C(=O)c1cccc(-c2ccc([C@@H]3[C@H]4CN(S(C)(=O)=O)CCCCN4[C@H]3CO)cc2)c1 returned PAX8 inh HTS 8, ERAP1 inh 0, PGC1a acetyl inh 1, LGR2 antag -1, EWS-Fli block -5, S100A4 MyoIIA 0 and PglD DTNB -9.
`N/C(=N\OC(=O)Cc1cccc2ccccc12)c1ccccn1` gave PAX8 inh HTS -208, PGC1a acetyl inh -6, PglD DTNB -5 and FN deposition inh 3.
C/C=C/c1ccc([C@H]2[C@@H](CO)N3CCCCN(S(=O)(=O)c4ccccc4)C[C@@H]23)cc1 was read as PAX8 inh HTS 11, ERAP1 inh 0, PGC1a acetyl inh -5, LGR2 antag -7, EWS-Fli block -7, S100A4 MyoIIA 0 and PglD DTNB 1.
Screening Cc1oc(-c2ccccc2Cl)nc1CN1CCCC1c1ccc(F)cc1 (stereo unspecified) returned PAX8 inh HTS 16, ERAP1 inh 0, LGR2 antag -5, EWS-Fli block 13, S100A4 MyoIIA -7 and FN deposition inh 8.

Two consecutive entries out of the list so far:
Screening Cc1ccccc1N(CC(=O)N1CCN(Cc2ccccc2)CC1)S(C)(=O)=O returned PAX8 inh HTS -14, ERAP1 inh 2, LGR2 antag -6, EWS-Fli block 1, S100A4 MyoIIA 0 and PglD DTNB 2.
`COC(=O)NCC(c1ccc2c(c1)OCO2)N1CCN(c2ccccc2)CC1` (stereo unspecified) gave PAX8 inh HTS -11, ERAP1 inh 2, PGC1a acetyl inh -2, LGR2 antag 19, EWS-Fli block 2, S100A4 MyoIIA 1, PglD DTNB -5 and FN deposition inh 9.

Bioassay records (PubChem)

The order is random; overall some 2.1% were active at least once.
